L3MBTL1 inh – inhibitors of human L3MBTL1 | Q9Y468 | AlphaScreen L3MBTL1–H3K9me1 peptide binding | Potency, µM (series often up to 57.1 µM), without a hit: top-dose activity, negative = inhibition, most hits filed as inhibitors | hit rate 0.66% among 230,000 | AID 485360; note: nearly all actives have a fitted effect of over 60% in size
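AlphaScreen assay: L3MBTL1 (50 nM final) was preincubated 30 min at room temperature with biotinylated H3(1-15)K9me1 peptide (75 nM final), then 30 min with library compounds; streptavidin donor and nickel chelate acceptor beads (10 ug/mL final) added, 30 min dark.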
TexasRed fluor – counter-screen for TRb-SRC2 inhibitors: fluorescence interference | TRb/SRC2 Texas Red total fluorescence interference | AID 1479 | hit rate 0.29% among 280,000 | Potency, µM (highest dose often 106 µM), for inactives: top-dose fluorescence change, negative = quenching; active = well fitted curve in either direction with a large enough effect; inconclusive = small, poorly fitted or top-dose-only effect
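Human TRβ ligand-binding domain (0.6 uM) and Texas Red SRC2 peptide (20 nM) in Tris buffer with 1 uM T3 and 5% DMSO were incubated with pinned compound for 5 hr at ambient temperature. Total fluorescence was computed as S + 2P (555/632 nm).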
GLA spleen mod – alpha-galactosidase A (human) modulation; hit rate 0.008% among 240,000; Potency, µM (highest dose often 80 µM), for inactives: at the highest dose activity change, negative = inhibition, hits mostly inhibitors; P06280; human spleen homogenate, 4MU-alpha-Gal fluorescence, 40 min; AID 2107;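 note: 0% = enzyme with vehicle and -100% = no enzyme basal signal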
Target sequence (P06280 32-429 limits assumed): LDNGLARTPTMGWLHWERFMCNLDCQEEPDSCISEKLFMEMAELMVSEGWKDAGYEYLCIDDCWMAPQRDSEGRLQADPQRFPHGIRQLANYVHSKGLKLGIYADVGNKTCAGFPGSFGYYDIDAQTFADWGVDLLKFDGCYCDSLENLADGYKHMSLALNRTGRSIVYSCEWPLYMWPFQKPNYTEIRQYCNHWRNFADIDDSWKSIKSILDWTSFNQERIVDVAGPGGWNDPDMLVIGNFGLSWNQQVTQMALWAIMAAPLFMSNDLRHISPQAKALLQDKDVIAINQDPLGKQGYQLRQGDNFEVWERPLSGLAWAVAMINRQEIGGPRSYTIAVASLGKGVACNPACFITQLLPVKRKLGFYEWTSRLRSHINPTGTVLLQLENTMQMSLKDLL
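Human spleen homogenate (1 ug) as enzyme source, 4-methylumbelliferyl-alpha-D-galactopyranoside 1 mM final, citrate/phosphate pH 5.0 with 0.01% Tween-20. Compounds 40 min at 37C, NaOH/glycine stop; fluorescence Ex 365/Em 440, Hill-fit AC50.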
TRb SRC2 PPI – disrupts binding of human TR beta to SRC2; TRbeta-SRC2 peptide binding, fluorescence polarization; receptor liganded with 1 µM T3; Potency, µM (highest dose often 106 µM), inactives show top-dose activity change, negative = inhibition, actives largely listed as inhibitors; hit rate 0.065% among 280,000;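 note: plate controls were bound peptide for no effect and peptide without receptor for full effect; nearly all actives have a fitted effect of over 50% in size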
Target sequence (P10828 whole entry, looked up): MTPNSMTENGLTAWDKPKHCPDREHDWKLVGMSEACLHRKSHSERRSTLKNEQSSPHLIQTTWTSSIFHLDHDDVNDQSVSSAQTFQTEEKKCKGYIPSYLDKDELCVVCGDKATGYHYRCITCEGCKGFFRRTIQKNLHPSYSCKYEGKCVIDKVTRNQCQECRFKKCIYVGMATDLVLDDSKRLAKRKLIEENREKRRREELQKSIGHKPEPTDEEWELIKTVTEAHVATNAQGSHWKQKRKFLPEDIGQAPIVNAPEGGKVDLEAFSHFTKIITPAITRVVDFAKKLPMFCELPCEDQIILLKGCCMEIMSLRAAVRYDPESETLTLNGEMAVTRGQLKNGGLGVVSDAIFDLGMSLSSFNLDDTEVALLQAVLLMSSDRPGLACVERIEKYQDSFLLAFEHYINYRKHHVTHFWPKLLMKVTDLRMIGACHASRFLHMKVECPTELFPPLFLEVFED
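A fluorescence polarization screen tested compounds at multiple concentrations against complex formation between 0.6 uM TRb ligand-binding domain and 20 nM Texas Red SRC2 peptide, with 1 uM T3 present; readout after 5 hr.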
Tau fluor cs – counter-screen for tau fibril formation inhibitors | Potency, µM (top dose mostly 57.7 µM), for the others: at the top dose activity change, negative = decrease | tau K18 P301L Alexa594 fluorescence, heparin fibrillization | hit rate 0.93% among 280,000; note: nearly all actives have a fitted effect of over 55% in size
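Human tau K18 P301L (15 uM unlabeled, 0.24 uM Alexa 594-labeled) in 100 mM sodium acetate pH 7 with 20 uM heparin, 6 hr at 37 C. ThT 30 uM added, 1 hr ambient; Alexa 594 FP and total fluorescence read at 555/632 nm.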
Tau fibril ThT – tau fibrillization inhibition (ThT binding); recombinant tau K18 P301L (four-repeat tau fragment), heparin-induced fibrillization, ThT fluorescence; Potency, µM (top dose mostly 57.4 µM), for inactives: at the highest dose activity, negative = inhibition, most hits filed as inhibitors; hit rate 2.1% among 270,000; note: nearly all actives have a fitted effect of over 55% in size
Target sequence (P10636 561-689 P618L limits assumed): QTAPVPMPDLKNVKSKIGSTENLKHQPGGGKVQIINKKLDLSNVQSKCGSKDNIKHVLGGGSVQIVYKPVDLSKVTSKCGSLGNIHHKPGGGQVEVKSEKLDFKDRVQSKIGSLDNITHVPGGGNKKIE
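Recombinant human tau K18 fragment […] carrying P301L, 15 uM unlabeled plus 0.24 uM Alexa 594-labeled, was fibrillized with 20 uM heparin in 100 mM sodium acetate pH 7 for 6 hr at 37 C; 30 uM ThT fluorescence read after 1 hr.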
ALDH1A1 inh – blocks purified human ALDH1A1 activity; Potency, µM (titrated, usually from 75.3 µM), for inactives: at the top dose activity, negative = inhibition, actives largely listed as inhibitors; Purified ALDH1A1, NADH fluorescence, propionaldehyde substrate; hit rate 7.3% among 220,000; active = well fitted inhibition curve with a large enough effect, not every such curve was filed as active; inconclusive = small, poorly fitted or top-dose-only effect, or another doubt; inactive = no such curve, though single readings can be large or run the other way;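 note: plate controls were no enzyme wells and a reference inhibitor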
Tau fibril FP – tau fibrillization inhibition (FP). K18 P301L tau heparin fibrillization, Alexa594 FP, 6 h. Potency, µM (highest dose often 57.7 µM), for the others: at the top dose activity, negative = inhibition, actives largely listed as inhibitors. P10636. hit rate 0.39% among 280,000. AID 1468; note: nearly all actives have a fitted effect of over 55% in size
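Recombinant K18 P301L […], labeled with Alexa 594 at 0.24 uM over 15 uM unlabeled; heparin inducer 20 uM final; 37 C, 6 hr; FP endpoint.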
An asterisk follows results filed as active; i = inactive; ? = inconclusive; · = no result given; & = joins results of further samples; [ ] = another dose, or the depositor's remark. Unless noted, calls come from the whole dose curve; as a rule, active = well fitted curve in the direction sought with a large enough effect; inconclusive = small, poorly fitted or top-dose-only effect, or another doubt; inactive = no such curve, though single readings can be large; an effect the other way counts as inactive or inconclusive. Unless noted, % is set by controls: 0 for no effect and ±100 for the full control effect; potency is the fitted concentration of half-maximal effect.

SMILES	L3MBTL1 inh	TexasRed fluor	GLA spleen mod	TRb SRC2 PPI	Tau fluor cs	Tau fibril ThT	ALDH1A1 inh	Tau fibril FP
CC(C)CCN1C(=O)c2ccccc2C1C(=O)NCc1cccnc1 (stereo unspecified)	·	-1%	1%	2%	1%	-1%	-9%	0%
CC(C)NC(=O)CSc1nc2ccccc2n1CC(=O)N(C(C)C)C(C)C	·	-3%	8%	-2%	-6%	-7%	6%	3%
COc1ccccc1NC(=O)CCn1nc(-c2ccccc2)c2ccccc2c1=O	·	-80%[1.83 µM]	·	-28%[1.83 µM]	?	-7%	·	-13%
CCN1c2ccccc2-n2cccc2C12CCN(C(=O)Nc1ccccc1C(F)(F)F)CC2	·	-2%	·	0%	-7%	1%	·	0%
COc1ccc(CCn2c(=O)c3cccnc3n(CC(=O)Nc3c(C)cc(C)cc3C)c2=O)cc1OC	·	-5%	·	-4%	0%	-1%	·	-8%
Cc1cc(C(=O)C(=O)NC(C)C)c(C)n1-c1ccc([N+](=O)[O-])cc1	-8%	1%	-5%	-6%	-2%	-8%	?	0%
O=C(c1cccc(C(F)(F)F)c1)C1CCCN(C(=O)CCCN2CCCC2=O)C1 (stereo unspecified)	0%	-1%[53 µM]	-15%	3%[53 µM]	-3%	0%	5%	-6%
CCOc1ccc(N(Cc2cc3ccc(C)cc3[nH]c2=O)S(C)(=O)=O)cc1	·	-1%	-4%	-9%	-15%	?	?	4%
O=C(COc1cccc2cccnc12)N/N=C1\SCC(=O)N1Cc1ccccc1	·	0%	6%	10%	-7%	-4%	10%	-3%
CCOC(=O)Cc1csc(SC(C)C(=O)Nc2ccc(NC(C)=O)cc2)n1 (stereo unspecified)	·	-6%	6%	-6%	-5%	-9%	-6%	-5%
C=CCn1c(SCC(=C)C)nc2c1c(=O)[nH]c(=O)n2C	·	-1%	4%	1%	-4%	-3%	·	-7%
Cc1ccc(-c2cc(C(=O)NC3=NCCS3)c3ccccc3n2)cc1C	-3%	-3%	4%	5%	?	?	-6%	?
N#CC1=C(N)Oc2nc(-c3ccccc3)[nH]c2C1c1cccnc1 (stereo unspecified)	1%	4%	8%	0%	-12%	?	-8%	-1%
COc1cc2nc(CN(C)Cc3ccc(F)cc3)[nH]c(=O)c2cc1OC	13%	0%	-1%	2%	-7%	-7%	-10%	-7%
O=C(NCC(c1cccnc1)N1CCOCC1)c1ccco1 (stereo unspecified)	·	3%	4%	-1%	1%	-4%	-13%	-1%
CN(C)CCOC(=O)C1(c2ccccc2)CCOCC1	-7%&-2%	2%&-6%	11%&-3%	1%&-2%	-4%&-1%	-7%&0%	3%&7%	-6%&-1%
Cc1ccc(-c2csc3nc(C)n(N)c(=O)c23)o1	·	-2%	-7%	0%	-9%	?	8%	2%
COc1cc(/C=N/NS(=O)(=O)c2ccc(C)c([N+](=O)[O-])c2)ccc1O	-6%	-4%	-5%	3%	-19%	?	13µM*	-4%
COc1ccc(-n2ncc3c2ncn2nc(-c4ccc(Cl)cc4Cl)nc32)cc1	·	3%	·	-2%	-2%	-17%	·	1%
O=c1cc(CSc2nnnn2-c2ccccc2)nc2nc[nH]n12	-4%	-2%	4%	2%	3%	9%	?	-3%
O=C1CCC(=O)N1CNc1ccc(Oc2ccccc2)cc1	·	0%	0%	-13%	-11%	-9%	?	5%
O=C(Nc1nc(-c2ccccc2)cs1)NC1CCCCC1	-9%	-5%	7%	3%	-17%	-11%	-2%	5%
N=P(N1CCOCC1)(N1CCOCC1)C12CC3CC(CC(C3)C1)C2	8%	1%	-4%	-2%	2%	1%	2%	4%
Cc1cc(C)cc(NC(=O)CNS(=O)(=O)c2ccc3nc(C)sc3c2)c1	·	-2%	·	8%	-5%	3%	·	-5%
COc1ccc(-c2nc3ccccc3n2CCC(C)C)cc1OC	·	2%	6%	7%	-19%	?	?	5%
CCCN1C(=O)c2ccccc2NC1c1ccc(OC)c(CSc2ccccn2)c1 (stereo unspecified)	0%	-2%	3%	2%	-16%	-6%	?	-16%
COC(=O)C1CCN(C(=O)c2cc3c(=O)n4cccc(C)c4nc3n2Cc2ccccc2)CC1	11%	0%	-13%	2%	4%	2%	?	0%
CCn1nc(C)c(CN2CCCC(CO)(Cc3cccc(Cl)c3)C2)c1C (stereo unspecified)	4%	-3%	-11%	0%	2%	-6%	10%	-1%
Cc1cc(CNC(=O)COc2c(F)c(F)cc(F)c2F)c2ccccc2n1	8%[11.4 µM]	-1%	4%	1%	7%	2%	7%	-2%
N#Cc1ccccc1-c1cncnc1NCc1cccnc1	·	?	4%	7%	-27%	-14%	28µM*	-15%

Arranged by molar mass (ascending): some entries from above.
SMILES	L3MBTL1 inh	TexasRed fluor	GLA spleen mod	TRb SRC2 PPI	Tau fluor cs	Tau fibril ThT	ALDH1A1 inh	Tau fibril FP
Cc1ccc(-c2csc3nc(C)n(N)c(=O)c23)o1	·	-2%	-7%	0%	-9%	?	8%	2%
N#Cc1ccccc1-c1cncnc1NCc1cccnc1	·	?	4%	7%	-27%	-14%	28µM*	-15%
COc1cc(/C=N/NS(=O)(=O)c2ccc(C)c([N+](=O)[O-])c2)ccc1O	-6%	-4%	-5%	3%	-19%	?	13µM*	-4%

Other structures follow.
SMILES	L3MBTL1 inh	TexasRed fluor	GLA spleen mod	TRb SRC2 PPI	Tau fluor cs	Tau fibril ThT	ALDH1A1 inh	Tau fibril FP
Cc1c(Cl)cccc1NC(=O)Nc1c[nH]c(=O)[nH]c1=O	·	-2%	·	-4%	-20%	-15%	·	-4%
O=C(COC(=O)c1cncc(Br)c1)NC1CCCCC1	31%[activator]	-1%	-3%	0%	-2%	-5%	-22%	0%
S=C1NC[C@H](CC2CCCCC2)N1CCCCC1CCCCC1	·	-1%	7%	-6%	-10%	?	·	9%
O=S(=O)(/N=C(\c1ccccc1)N1CCOCC1)c1ccc(Cl)cc1	-8%	-1%	8%	-2%	1%	2%	9%	7%
Cc1nn(CC2CC2)c(=O)n1-c1ccc(Oc2ccccc2)cc1	2%[11.4 µM]	-3%	-4%	-1%	-8%	-13%	6%	2%
CCN1CCN(Cc2c(OC)ccc3ccccc23)CC1	0%	2%	14%	2%	-1%	-3%	4%	0%
O=C(NCCC1=CCCCC1)c1cc2c(s1)CS(=O)(=O)C2	3%	-1%	4%	-1%	5%	1%	-17%	-7%
CN(C)CCOc1ccc2ccccc2c1	-7%	0%	3%	-8%	-6%	-8%	?	4%
CCCOc1ccc(N2C(=O)CC(N(CCc3ccccc3)C(=O)c3ccccc3)C2=O)cc1 (stereo unspecified)	20%	0%	-11%	-3%	9%	9%	-5%	6%
CCOC1=NN(c2ccc(Cl)cc2)C(=O)/C1=C\N(C)C	11%	0%	-1%	2%	-2%	-4%	?	9%
CCCCC/C=C\C[C@H](O)/C=C/C=C\C/C=C\CCCC(=O)O	·	-6%&1%	16%&0%	-1%&-3%	-2%&2%	3%&1%	-9%&-3%	-5%&3%
CC1C(C)C(O)(c2ccccc2)CCN1C (stereo unspecified)	4%	1%	-1%	-19%	-3%	-3%	3%	-2%
COc1ccccc1C1(CC(=O)O)CCOC(C)(C)C1 (stereo unspecified)	-10%	1%	-5%	0%	-8%	-14%	-1%	-3%
CCOC(=O)c1ccc(NC(=O)CSc2nnc(-c3cccs3)n2CC)cc1	·	-7%	0%	-5%	-9%	?	i	-8%
CCCNc1c(NC(=O)c2ccc(OCCC)cc2)c(=O)oc2ccccc12	·	-1%	·	-3%	-6%	2%	·	2%
NC(=S)COc1ccccc1	-3%	14%	-3%	-22%	5%	2%	·	4%
C=CCNC(=O)CN(c1cccc(Br)c1)S(C)(=O)=O	3%	-3%	4%	-1%	4%	-1%	5%	0%
CC(C)(C)c1ccc(COc2ccsc2C(=O)O)cc1	34%[activator]	0%	-7%	4%	8%	-12%	11%	5%
Cc1ccc(NC(=O)Nc2c(C)n(C)n(-c3ccccc3)c2=O)c(Cl)c1	·	0%	·	2%	0%	1%	·	1%
Cc1ccccc1-n1c(SCC(=O)NCc2cccs2)nnc1-c1ccncc1	-6%	2%	0%	-1%	-12%	-13%	2%	-11%
CC(=O)NNc1cc(=O)c2c(=O)n(C)c(=O)n(C)c2[nH]1	-9%	3%	-2%	3%	0%	-3%	3%	3%
CC(=O)NC(C)c1nc2ccccc2n1CC(=O)NC(C)CCc1ccccc1 (stereo unspecified)	-2%	1%	-1%	5%	5%	5%	-12%	5%
CCN(CC)C(=O)Cn1nnc2sc(-c3ccccc3)cc2c1=O	·	-1%	·	1%	-10%	-6%	·	4%
CCOC(=O)c1ccc(NC(=O)c2nc[nH]c2C(=O)NCc2ccccc2)cc1	·	-2%	0%	1%	?	?	·	?
CCc1ccccc1N1C(=O)CN(S(=O)(=O)CC)CC1(C)C(=O)NC1CCCCC1 (stereo unspecified)	·	18µM*[quencher]	·	-3%	5%	7%	·	0%
CO[C@@H]1COC(=O)[C@H]2CCCN2C(=O)C/C=C\[C@@H](C)[C@H](OC)COC(=O)[C@H]2CCCN2C(=O)C/C=C\[C@H]1C	·	0%[11.2 µM]	7%[17.5 µM]	-3%[11.2 µM]	-23%[11.6 µM]	?	-2%[13.5 µM]	0%[11.6 µM]
CCOC(=O)c1sc2ncn(CC(=O)Nc3cccc(C)c3)c(=O)c2c1C	·	-3%	·	5%	5%	8%	·	-15%
CCOC(=O)c1[nH]c(C)c(C(=O)OCc2c(C)noc2C)c1C	·	-2%	-3%	-8%	-7%	-13%	1%	5%
CCc1ccc(NC(=O)Cn2ccn(-c3ccc(OC)cc3)c(=O)c2=O)cc1	·	?	·	-9%	-6%	-15%	·	-1%
COC(=O)N[C@H](CC(C)=O)c1cccc(C(F)(F)F)c1	2%	0%	1%	-1%	1%	-4%	8%	14%
CCn1ccnc1CN1CCCC(C(=O)c2ccc3c4c(cccc24)CC3)C1 (stereo unspecified)	-20%	1%	2%	-9%	-5%	-17%	?	-1%
Cc1sc(NC(=S)NC(=O)CCc2ccccc2)c(C(N)=O)c1C	4%	1%[53 µM]	-4%	9%[53 µM]	11%	-8%	?	1%

Screening data: PubChem BioAssay, National Center for Advancing Translational Sciences (NCATS)
